EPAC2 antag – qHTS for Antagonist of cAMP-regulated guanine nucleotide exchange factor 2 (EPAC2): primary screen. Rap guanine nucleotide exchange factor 4 (Homo sapiens), Q8WZA2. EPAC2 GEF exchange of Rap1B-BODIPY-GDP, fluorescence. Potency, µM (top dose mostly 114 µM), for the others: at the top dose activity, negative = inhibition, actives largely listed as inhibitors. 0.18% of 360,000 active; further: potency means the concentration at half of the fitted maximal effect; on the % scale 0 is the no-effect control and ±100 the full control effect; nearly all actives have a fitted effect of over 45% in size; many of its hits are not listed in these tables
aSyn yeast inh – qHTS of alpha-syn Inhibitors; Yeast expressing alpha-synuclein, growth rescue, BacTiter-Glo, 24 h; Potency, µM (top dose mostly 46.1 µM), for inactives: at the highest dose growth rescue (activation), actives largely listed as activators; 0.14% of 370,000 active; AID 652106, 2013; further: potency means the concentration at half of the fitted maximal effect; % of control where 0% means no effect; nearly all actives have a fitted effect of over 65% in size
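Readout is rescue of growth in alpha-synuclein-expressing yeast, so inhibitors of toxicity appear as activators. Growth after 24 hr at 30 deg C in galactose medium is quantified by luminescence.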
D3 antag – qHTS of D3 Dopamine Receptor Antagonist: qHTS | D(3) dopamine receptor (Homo sapiens), P35462 | max response, negative = inhibition, % | 2.5% of 360,000 active | D3R cells, DiscoveRx beta-arrestin luminescence, antagonist mode; stronger effect = lower value; in the data active means max response below about -50%; inconclusive means no clear call, values can overlap the other calls; further: on the % scale 0 is the no-effect control and ±100 the full control effect; mostly tested at two doses, the higher about 12 µM
Target sequence (P35462 whole entry, looked up): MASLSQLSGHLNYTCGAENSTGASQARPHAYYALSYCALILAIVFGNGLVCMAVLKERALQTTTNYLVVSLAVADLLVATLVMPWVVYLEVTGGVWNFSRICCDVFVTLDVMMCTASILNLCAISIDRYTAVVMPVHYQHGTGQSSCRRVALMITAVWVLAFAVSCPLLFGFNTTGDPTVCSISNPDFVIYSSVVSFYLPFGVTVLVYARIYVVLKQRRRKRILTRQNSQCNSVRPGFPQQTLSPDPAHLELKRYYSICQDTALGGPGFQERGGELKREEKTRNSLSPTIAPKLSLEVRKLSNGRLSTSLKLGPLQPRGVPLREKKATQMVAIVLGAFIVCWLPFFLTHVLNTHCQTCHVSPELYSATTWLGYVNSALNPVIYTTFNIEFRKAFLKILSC
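Cells expressing the human receptor were seeded at 1500 cells/well, incubated overnight at 37 degrees C in 5% CO2, then exposed to library compounds with dopamine controls for 90 minutes at 37 degrees C before luminescent detection.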
EPAC2 agonist – qHTS for Agonist of cAMP-regulated guanine nucleotide exchange factor 4 (EPAC2): primary screen; EPAC2 activation, biochemical qHTS; response scale: 100% = 6.5 mM cAMP response; Potency, µM (top dose mostly 154 µM), for the others: at the highest dose activation, hits mostly activators; 0.079% of 360,000 active; AID 720711, 2013; further: potency means the concentration at half of the fitted maximal effect; nearly all actives have a fitted effect of over 50% in size
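Each well held 100 nM EPAC2, 250 nM RAP1B-BODIPY-GDP and 50 uM GDP. Fluorescence, read at 5-min intervals to 30 min, was referenced to a 6.5 mM cAMP positive control.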
TDP43 rescue – qHTS of TDP-43 Inhibitors; TDP-43 expressing yeast growth rescue, BacTiter-Glo, 24 h; Potency, µM (highest dose often 46.1 µM), inactives show at the highest dose growth rescue (activation), usual class: activators; 1.8% of 410,000 active; AID 652104, 2013; further: potency means the concentration at half of the fitted maximal effect; % of control where 0% means no effect; nearly all actives have a fitted effect of over 50% in size
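Cell-based yeast growth screen: TDP-43 expression induced in galactose, inoculum OD600=0.02 after raffinose pregrowth to mid-log. Read-out BacTiter-Glo luminescence at 24 hr, 30 deg C; inhibition of toxicity seen as signal increase.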
D3 ag – qHTS of D3 Dopamine Receptor Agonist: qHTS; D3R DiscoveRx beta-arrestin cells, luminescence, 90 min; max activation, %; 0.58% of 410,000 active; in the data active means max activation above about 30%; further: 0% is about no effect; mostly tested at two doses, the higher about 12 µM
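Cells at 1500/well, incubated overnight, then treated with pinned compounds (dopamine as control) for 90 min at 37 degrees C. DiscoveRx reagent added for 30 - 60 minutes at room temperature; luminescence read.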
FUS yeast rescue – qHTS for Suppressors of FUS Proteinopathy: Primary screen using FUS-linked yeast assay. S. cerevisiae FUS-expressing, growth rescue, OD600, 24 h. Potency, µM (series often up to 76.6 µM), inactives show at the highest dose growth rescue (activation), actives largely listed as activators. 0.24% of 390,000 active. AID 1347120, 2019;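 further: potency means the concentration at half of the fitted maximal effect; plate controls were DMSO vehicle for no effect and reference control for full effect; nearly all actives have a fitted effect of over 55% in size; some results filed as inactive show a strong effect at the top dose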
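Toxicity suppression screen in FUS-yeast. Cells induced with 2% galactose, starting OD 0.005, treated 24hr at 30C with compounds at multiple final concentrations; growth by OD600.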
Abeta rescue – qHTS for compounds that reverse cellular toxicity of Amyloid beta (A-beta) peptide in yeast: Primary Screen; yeast expressing A-beta42, growth rescue, OD600, 48 h; response scale: 0% DMSO, 100% iron-clioquinol control; Potency, µM (titrated, usually from 46.1 µM), for the others: top-dose growth rescue, hits mostly activators; 0.063% of 410,000 active; further: potency means the concentration at half of the fitted maximal effect; nearly all actives have a fitted effect of over 55% in size
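Yeast A-beta toxicity model in growth medium with pinned compounds, 48 h at 30 C; growth read as absorbance at 600 nm. Normalized to FeCl3/clioquinol equimolar mix (positive) and DMSO (negative).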
The depositor's hits bear a star; ? = inconclusive; / = no result given; & = joins results of further samples; [ ] = remark or other dose. Unless noted, the call rests on the fitted dose curve; in most records, active means well fitted curve in the direction sought with a large enough effect; inconclusive means small, poorly fitted or top-dose-only effect, or another doubt; inactive means no such curve, though single readings can be large; an effect the other way counts as inactive or inconclusive.

mol	EPAC2 antag	aSyn yeast inh	D3 antag	EPAC2 agonist	TDP43 rescue	D3 ag	FUS yeast rescue	Abeta rescue
O=C(CCn1cccc1)N1CCc2ccccc21	-1%	-2%	-12	6%	15%	-4	1%	0%
O=S(=O)(CCN1CCSCC1)c1ccc(Cl)cc1	-4%	4%	-1	5%	-7%	11	-17%	-21%
CCCCC1=NN(C(=O)c2ccncc2)C(O)(C(F)(F)F)C1 (stereo unspecified)	2%	-9%	-4	7%	?	-3	-25%	6%
COc1ccc(NC(=O)CN(C)C(=O)CN2C(=O)C3CCCCC3C2=O)cc1 (stereo unspecified)	10%	4%	-7	-3%	-3%	1	-10%	4%
N#Cc1ccc(COn2nnc3ccccc32)cc1	-3%	-5%	-22	3%	-3%[9.22 µM]	-10	10%	-13%
CCC1(CC)NC(=O)N(CC(=O)OCC(=O)Nc2ccccc2[N+](=O)[O-])C1=O	3%	0%	36	4%	0%	10	2%	-10%
COc1ccc(NC(=O)Cn2c3ccccc3c3nc4n(c(=O)c32)CCS4)cc1OC	3%	-7%	3	11%	7%	-2	7%	6%
COc1cc(C(=O)Nc2ccc3nc4n(c(=O)c3c2)CCCCC4)cc(OC)c1OC	-11%	0%	3	-4%	-4%&12%	4&-1	14%&29%	12%&-8%
Cc1ccc(-n2c(CNc3ccc(F)cc3)nnc2SCC(N)=O)cc1	12%	-4%	18	-1%	2%	1	22%	-17%
Cn1c2c(c(=O)n(C)c1=O)C(c1cccc(O)c1)CC(=O)N2 (stereo unspecified)	/	/	/	/	?	9	-8%	0%
Cc1cc(C)cc(OCc2cc(=O)n3cc(C)sc3n2)c1	/	/	/	/	23%	-6	1%	0%
COc1cccc(CN2CCNC(=O)C2CC(=O)N(C)CCC2CCOCC2)c1OC (stereo unspecified)	14%	-3%	0	0%	-14%	-15	/	-12%

Record cards (already shown):
N#Cc1ccc(COn2nnc3ccccc32)cc1 reads EPAC2 antag = -3%; aSyn yeast inh = -5%; D3 antag = -22; EPAC2 agonist = 3%; TDP43 rescue = -3%[9.22 µM]; D3 ag = -10; FUS yeast rescue = 10%; Abeta rescue = -13%
O=C(CCn1cccc1)N1CCc2ccccc21 reads EPAC2 antag = -1%; aSyn yeast inh = -2%; D3 antag = -12; EPAC2 agonist = 6%; TDP43 rescue = 15%; D3 ag = -4; FUS yeast rescue = 1%; Abeta rescue = 0%

The list continues:
mol	EPAC2 antag	aSyn yeast inh	D3 antag	EPAC2 agonist	TDP43 rescue	D3 ag	FUS yeast rescue	Abeta rescue
Cc1ccc(NC(=O)c2c(NC(=O)c3ccc(F)cc3)sc3c2CCCC3)cc1C	/	/	/	/	32%	2	1%	18%
CCCNc1nc2c(c(=O)n(C)c(=O)n2C)n1CC(O)COc1ccccc1 (stereo unspecified)	/	-10%	/	/	4%	-3	-21%	-17%
O=C1c2cccc3cccc(c23)C(=O)N1CCN1CCN(CC(O)COCc2ccc(Cl)cc2)CC1 (stereo unspecified)	6%	-12%	7	9%	-34%[inhibitor]	-7	/	-6%
COCCCn1c(C(=O)N2CCOCC2)cc2c(=O)n3ccccc3nc21	0%	1%	3	9%	12%	0	4%	9%
C[C@@]12C(=O)N(Cc3ccc(F)cc3)CC(=O)N1[C@H]1c3cc(Cl)ccc3OC[C@@H]1[C@@H]2c1ccccc1	7%	-11%	2	8%	-3%	-22	45%	29%
Cc1onc(-c2ccccc2)c1C(=O)NCCc1ccc(S(N)(=O)=O)cc1	?	-1%	-8	6%	-9%	3	9%	0%
O=C(Nc1ccc2[nH]ncc2c1)c1cccc(F)c1	-3%	-1%	3	-2%	12%	2	7%	16%
Brc1ccc(-c2nc(-c3ccncc3)no2)cc1	18%	2%	-1	5%	4%	0	-22%	3%
O=C1NC[C@H](Cc2ccccc2)N(CC2CCN(CCc3ccccc3)CC2)C1=O	-6%	-2%	-19	10%	-9%	-38	-11%	7%
Cc1ccc(C(=O)Cn2c(=N)n(CCN3CCOCC3)c3ccccc32)cc1	-2%	12%	-10	6%	6%	-8	6%	7%
Cc1cccc(NC(=O)N2CCCc3ccccc32)c1C	1%	-1%	10	4%	?	0	-24%	-11%
CCOc1ccc(C(C)=O)cc1CSc1nnc(-c2ccoc2C)n1N	1%	8%	3	0%	19%	-3	38%	13%
OCCC1CN(Cc2cccn2-c2nccs2)CCN1Cc1ccccc1 (stereo unspecified)	3%	-6%	-4	13%	14%	-11	-18%	3%
O=C(Nc1ccc(SC(F)F)cc1)C1CC(=O)N(Cc2ccccc2)C1 (stereo unspecified)	-2%	4%	-5	3%	-11%	5	/	6%
COc1cc(CNCCN2CCOCC2)ccc1OCc1ccc(Cl)cc1Cl	16%	0%	-64*	11%	-22%	0	13%	-20%
c1ccc2oc(C3=NNC(=NC4CC4)SC3)cc2c1	4%	-15%	-21	17%	6%	-2	?	19%
CCCNc1nc(OCC(F)(F)F)nc(OCC(F)(F)F)n1	-13%	-4%	-12	-9%	0%	7	-22%	8%
CC(=O)Nc1cc(-c2ccccc2Cl)cn2c(-c3ccc(S(C)(=O)=O)cc3)cnc12	-2%	?	35	6%	28%	8	?	2%
CC(C)C(=O)NC(=S)Nc1ccc(S(=O)(=O)Nc2nccs2)cc1	-2%	-10%	-16	5%	-7%	-6	-10%	-10%
O=C(/C=C/c1ccc(OCc2c(F)cccc2Cl)cc1)N1CCOCC1	-15%	-16%	-24	20%	-19%[9.22 µM]	-3	38%	-1%
O=C(Cc1cccs1)NCc1ccccc1	2%	-4%	13	10%	-3%	2	25%	-4%
Cc1oc(-c2ccccc2)cc1C(=O)Nc1ccccc1	9%[57.1 µM]	-5%	50	4%	1%	-3	-12%	2%
O=C(O)CCC(=O)Nc1ccc(Cc2ccc(NC(=O)CCC(=O)O)cc2)cc1	-4%	0%	?	0%	-4%	1	48%	-8%
CCOCCCNC(=O)C1(O)c2cc(Br)ccc2NC(=O)N1c1ccc(OCC)cc1 (stereo unspecified)	-1%	-9%	-6	10%	-12%	-3	-9%	-7%
CN1C2=CC=CC=CC2=[N+](C)C12C([N+](=O)[O-])=CC(=[N+]([O-])[O-])C=C2[N+](=O)[O-] (stereo unspecified)	4%	-6%	-29	3%	-11%	-7	3%	7%
COCCN1C(=O)CSCC1(C)C(=O)NC(C)C (stereo unspecified)	11%	0%	-9	11%	12%	0	-11%	6%
CC(=O)NCCc1nc2ccccc2[nH]1	1%	-2%	-16	10%	5%	-4	-6%	-16%
CCC1(CC)NC(=O)N(CC(=O)OCC(=O)c2cc(C)c(C)cc2C)C1=O	1%	14%	15	3%	1%	5	8%	-6%
COP(=O)(OC)c1nc(-c2ccccc2)oc1N1CCOCC1	-10%	-1%	12	12%	-3%	-9	24%	-1%
CC1CCN(c2ccc([N+](=O)[O-])c(SCCO)c2)CC1	3%	1%	-52*	7%	-14%[1.82 µM]	-17	12%	5%
Cc1c(Cl)c([N+](=O)[O-])nn1CCCC(=O)Nc1cc(Oc2ccccc2)cc([N+](=O)[O-])c1	6%	3%	?	-4%	3%	-11	1%	2%
O=C(NNC(=O)c1ccc(-n2cncn2)c([N+](=O)[O-])c1)c1cccc(Cl)c1	3%	0%	17	5%	24%	0	6%	-5%
O=c1[nH]cnc(O)c1C1C=CC=CC=C1	-13%	?	0	3%	14%	1	18%	12%
Cc1cc2c3c([nH]c2cc1S(=O)(=O)NCc1ccc(CN2CCCCCC2)o1)CC(C)(C)CC3=O	0%	4%	-12	-5%	-8%	-15	14%	5%
COc1ccc(C(=O)N2[C@@H](C(C)C)COc3cc(Br)ccc3S2(=O)=O)cc1	-14%	-13%	-24	3%	10%	9	10%	-10%
CCOc1ccc(-c2nnc(SCC(=O)Nc3cccc(OC)c3)nc2-c2ccc(OCC)cc2)cc1	/	/	/	/	7%	-17	33%	-20%
CC1(C(=O)NS(=O)(=O)c2cccc(OC(F)F)c2)CCN1C(=O)CC(c1ccccc1)c1ccccc1 (stereo unspecified)	12%	-1%	5	0%	26%	5	25%	1%
COc1ccc(OC)c(/C=C(/C#N)c2nc(-c3ccc(-c4ccccc4)cc3)cs2)c1	/	/	/	/	19%	0	-7%	-1%
O=C(O)C(CCc1ccccc1)N1C(=O)c2ccccc2C1=O (stereo unspecified)	4%	5%	-5	-1%	7%	5	-2%	-12%
O=C(Nc1ccc(F)c(F)c1)c1cc(S(=O)(=O)N2CCN(c3ccccn3)CC2)ccc1F	-12%	-13%	-23	25%	-16%	-10	8%	-8%
O=C(Cn1cnc2c(nnn2-c2ccccc2)c1=O)N1CCCc2ccccc21	-6%	-1%	12	17%	9%	1	1%	-10%
CC(=O)c1c(C)nc(Nc2nc3ccccc3s2)nc1C	-2%	0%	18	0%	13%	1	-20%	-10%
Cc1ccc2c(c1)N(CC(=O)NCC1CCCO1)C(=O)C(C)O2 (stereo unspecified)	-9%	1%	13	-8%	4%	8	13%	-4%
S=c1[nH]nc(-c2cccc(Cl)c2)n1Cc1ccccc1	2%	5%	10	2%	23%	1	-19%	23%
CCCC(=O)Nc1ccc(Cl)c(NC(=O)c2cccc(OC)c2)c1	-1%	-1%	-7	5%	?	0	13%	-10%
COc1ccc(CNC(=O)Cc2ccc(-c3ccccc3)cc2)cc1OC	9%	-2%	?	5%	-7%	2	28%	4%
CC1Cc2cc(/C=C3/SC(=S)N(C)C3=O)ccc2O1 (stereo unspecified)	-5%	-4%	-18	-4%	-11%	-5	3%	1%
CN1CCc2c(sc(NC(=O)C3COc4ccccc4O3)c2C(N)=O)C1 (stereo unspecified)	-3%	2%	-19	-4%	18%	-44	/	7%
c1ccc(SC23CC4CC(CC(C4)C2)C3)nc1	0%	0%	19	7%	11%	1	6%	7%
CC(C)(C)C1CCc2c(sc3nnn(CCOc4ccccc4)c(=O)c23)C1 (stereo unspecified)	/	/	/	/	26%	-1	4%	9%

These rows are one share of the data. The share of hits here may be higher or lower than overall.
